# From PubChem BioAssay
# D1 antag = human D1 dopamine receptor antagonism; HEK293 TREx D1 cells, calcium flux, dopamine EC80; hits give low values; activity change, negative = inhibition, % at 10 µM; AID 504652; actives 3.2% (n = 360,000); in the data active = activity change below about -30%; note: % is set by controls: 0 for no effect and ±100 for the full control effect
#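 Tetracycline-induced HEK293 T-REx cells with force-coupled D1 receptor were loaded with a no-wash calcium dye. Compound was added after a 10 s baseline and read kinetically for 180 s; EC80 dopamine was then added and calcium flux followed another 180 s.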
# D1 ag = agonists of human D1 dopamine receptor; HEK293 T-REx D1 cells, calcium flux, agonist mode; activation, % at 2 µM; actives 1% (n = 360,000); AID 504660; in the data active = activation above about 30%; note: 0% is about no effect
#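 Inducible HEK293 T-REx D1 cells, force-coupled to calcium signalling, were plated at 4000 cells/well with tetracycline and held overnight at 30 C. After no-wash calcium dye loading, compound-evoked calcium rise over 180 s flagged agonists.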
# D1 PAM = enhances dopamine response at the human D1 receptor. P21728. HEK293 TREx D1 cells, calcium flux, dopamine EC20 potentiation. potentiation, % at 10 µM. actives 0.036% (n = 360,000); in the data active = potentiation above about 30%; note: 0% is about no effect
# D2 agonist = agonists of human D2 dopamine receptor. P14416. AID 485358. activation, % at 2 µM. actives 0.53% (n = 340,000). HEK293 T-REx D2 cells, calcium flux agonist mode;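 active = activation over 3 SD above normal in the single-dose calcium agonist read, cut at about 30% in these data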; note: 0% is about no effect
#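 Agonism is scored from calcium flux in a force-coupled, inducible HEK293 cell line expressing D2, read kinetically for 180 s after compound addition against dopamine controls.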
# RXFP1 antag = RXFP1 (human) relaxin receptor antagonism. HEK293-RXFP1, relaxin-stimulated cAMP HTRF, 30 min; hits give low values. Q9HBX9. AID 1259400. actives 0.59% (n = 350,000). activity change, negative = inhibition, % at 57.5 µM;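 active = activity change of -60% or lower, but not beyond a set lower limit; inconclusive = change between -60% and -40%, or beyond the set limit; inactive = change above -40%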; note: % is set by controls: 0 for no effect and ±100 for the full control effect
# Target sequence (Q9HBX9 whole entry, looked up): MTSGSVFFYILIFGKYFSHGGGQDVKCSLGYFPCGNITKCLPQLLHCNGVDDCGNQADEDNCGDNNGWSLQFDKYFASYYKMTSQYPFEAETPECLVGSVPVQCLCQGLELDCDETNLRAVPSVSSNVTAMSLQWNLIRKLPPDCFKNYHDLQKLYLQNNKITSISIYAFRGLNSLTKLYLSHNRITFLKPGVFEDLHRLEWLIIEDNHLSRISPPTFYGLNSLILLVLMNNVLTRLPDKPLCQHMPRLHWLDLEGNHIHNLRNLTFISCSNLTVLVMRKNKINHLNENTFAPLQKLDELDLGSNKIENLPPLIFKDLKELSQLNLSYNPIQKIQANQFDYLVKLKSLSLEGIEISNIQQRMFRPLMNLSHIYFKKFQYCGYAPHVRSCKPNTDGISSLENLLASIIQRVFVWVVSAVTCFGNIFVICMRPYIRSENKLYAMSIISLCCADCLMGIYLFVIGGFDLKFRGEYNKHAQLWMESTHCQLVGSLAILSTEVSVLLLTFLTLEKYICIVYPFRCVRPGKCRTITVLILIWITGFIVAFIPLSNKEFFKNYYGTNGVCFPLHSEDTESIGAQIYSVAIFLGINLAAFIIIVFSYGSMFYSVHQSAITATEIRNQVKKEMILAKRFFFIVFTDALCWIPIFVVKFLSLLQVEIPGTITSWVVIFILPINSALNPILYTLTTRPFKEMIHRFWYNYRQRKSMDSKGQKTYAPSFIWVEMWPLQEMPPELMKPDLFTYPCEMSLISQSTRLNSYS
# D2 potentiator = D2 dopamine receptor (human) potentiation. HEK293 T-REx D2, calcium flux, EC20 dopamine potentiation. potentiation, % at 10 µM. actives 0.34% (n = 340,000). AID 485347;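 active = potentiation over 3 SD above the plate norm, cut at about 30% in these data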; note: 0% is about no effect
#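 Cells plated with tetracycline inducer and held overnight at 30 C; calcium dye loaded 30–90 min at room temperature; baseline taken, compound added and read 180 s; EC20 dopamine then added and read 180 s.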
# RXFP1 ag = RXFP1 (human) receptor agonism. HEK293T-RXFP1 cAMP TR-FRET, 30 min; response scale: percent of porcine relaxin response, buffer zero. Potency, µM (series often up to 57.5 µM), inactives show top-dose activation, usual class: activators. actives 0.3% (n = 370,000); active = well fitted activation curve with a large enough effect; inconclusive = small, poorly fitted or top-dose-only effect; note: potency is the fitted concentration of half-maximal effect; % is set by controls: 0 for no effect and ±100 for the full control effect; nearly all actives have a fitted effect of over 60% in size; many of its hits are not listed in these tables
#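 cAMP rise read by TR-FRET after 30 min, 37C compound exposure (up to 58 uM) in RXFP1-transfected HEK293 cells with Ro 20174 present. EC50 from Hill-equation fits, with 29 nM porcine relaxin as 100% and buffer as basal.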
# D2 antag = antagonists of human D2 dopamine receptor; P14416; HEK293 TREx D2 cells, calcium flux, dopamine EC80; inhibition, % at 10 µM; actives 2% (n = 340,000); AID 485344; in the data active = inhibition above about 30%; note: 0% is about no effect
#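 Antagonism is scored as inhibition of an EC80 dopamine-evoked calcium signal in a force-coupled, tetracycline-inducible HEK293 T-REx D2 line, with compound present 180 s before agonist.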
# TRHR enhancer = TRH receptor (human) allosteric enhancement. TRHR cells, fluo-8 calcium fluorescence, EC20 TRH enhancement. enhancement, % at 2 µM. AID 493056. actives 0.66% (n = 360,000); in the data active = enhancement above about 30%; note: 0% is about no effect
#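 Enhancer read-out: after compound pinning and an initial kinetic agonist-mode read, an EC20 of TRH (10 nM final) was injected and fluo-8 calcium signal (Ex 480/Em 530) followed at 1 s/cycle for 100 cycles in TRHR-expressing cells.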
# The depositor's hits bear a star; u = inconclusive; x = no result given; & = joins results of further samples. The list is partial, so the mix of outcomes need not match the whole.
SMILES,D1 antag,D1 ag,D1 PAM,D2 agonist,RXFP1 antag,D2 potentiator,RXFP1 ag,D2 antag,TRHR enhancer
Cc1ncc(CO)c(/C=N/NC(=S)Nc2cccc(Cl)c2)c1O,-8,5,-1,0.7,-2,6,0.6%,-20,2
Cc1ccccc1S(=O)(=O)Cc1ccc(C(=O)NCCCN2CCC(C)CC2)o1,-16,2,-7,-0.2,14,0,2.2%,12,-1
O=[N+]([O-])c1ccccc1S(=O)(=O)NCc1ccc(F)cc1,-2,1,2,-0.6,8,4,0.4%,4,10
CC(CCc1ccccc1)NC(=O)C1CCCN(c2nnc(-n3cccc3)s2)C1 (configuration not stated),-1,4,-1,-0.4,x,10,-0.7%,-17,13
CCOC(=O)Cn1cc(-c2ccccc2)nn1,-26,3,-2,-0.2,-2,2,-0.2%,3,2
Cc1cccc(NC(=O)CSc2nc3c(c(=O)[nH]2)CN(Cc2ccc4c(c2)OCO4)CC3)c1C,5,2,3,0.6,-10,7,4.3%,x,12
O=c1c2c(nc3nc(NCc4ccccc4Cl)[nH]n13)CCC2,-36*,2,-1,x,x,x,-4.0%,x,1
Cc1ccccc1-n1ncc2c1CC(C)(C)CC2NC(=O)CCN1CCCCC1=O (configuration not stated),14,0,-5,-0.3,6,-6,-1.5%,2,-6
COc1ccc2oc(C(=O)N(C)CCOc3ccc(Cl)cc3)c(C)c2c1,13,5,1,-0.7,4,5,1.3%,2,6
Cc1ncc(CO)c(/C=N/NC(=O)c2cccc(S(=O)(=O)N3CCCC3)c2)c1O,-5,25,-2,-1.1,-27,0,0.2%,3,5
S=c1[nH]nc(Nc2ccccc2)s1,-13,1,-2,0.9,-29,2,0.4%,-4,-5
CCCCN(CC)S(=O)(=O)c1ccc(C(=O)Nc2nnc(CSC)o2)cc1,9,0,1,-1.4,7,-3,-3.4%,14,-2
NNC(=O)c1n[nH]c2c1CC(C1CCCCC1)CC2 (configuration not stated),-19,-1,-2,-0.5,x,12,0.2%,4,0
O=C(NC1CCCCC1)c1ccc(CNc2ccccc2)o1,-9,1,3,-1.0,-7,4,2.8%,2,3
CN(C)S(=O)(=O)c1cc(NC(=O)c2cc(=O)[nH]c3ccccc23)ccc1Cl,4,2,-5,0.5,x,-1,-1.1%,4,4
Cc1ccc(S(=O)(=O)N(C)C)cc1NC(=O)COC(=O)CSc1ccccc1,-18,2,-7,-0.9,-2,-16,-0.6%,-9,5
C#CCOC(=O)c1ccccc1C(=O)O,7,3,-13,0.5,3,-4,-0.2%,-4,-4
C=CCn1c(SC)nc2sc3c(c2c1=O)CCc1ccccc1-3,23,6,-2,0.3,-2,5,-0.1%,-12,2
COC(=O)NC1c2ccccc2Oc2ccc(C)cc21 (configuration not stated),6,19,0,-1.3,-4,21,0.9%,9,16
N#Cc1c(Nc2ccccc2C(F)(F)F)s[nH]c1=O,-18,0,-3,0.5,26,0,2.8%,3,11
O=C(NCCO)NC(=S)c1ccccc1,-2,0,1,-0.2,-10,0,1.5%,4,4
COc1ccc(/C=N/NC(=O)CC(=O)NCCc2ccccc2)cc1OC,-1,1,-1,-0.2,1,-5,-1.7%,2,5
CN1CCN(C(c2ccc(C(F)(F)F)cc2)c2ccc3cccnc3c2O)CC1 (configuration not stated),11,12,-4,2.2,-20,-14,1.8%,20,2
CCCCSCCCNC(=O)CS(=O)Cc1nc(-c2cccc(C)c2)oc1C (configuration not stated),5,1,5,-0.5,-5,8,0.7%,-18,2
Cc1ccccc1NC(=O)Cn1nc(-c2ccccc2)nc1-c1ccccc1,4,2,-9,-0.7,-2,-11,0.6%,-1,-5
Cc1ccn2cc(CNC(=O)c3cccc(C(F)(F)F)c3)nc2c1,-10,-1,1,0.9,25,5,-1.5%,x,1
Cc1cc(C(=O)OC2CCOC2=O)c2ccccc2n1 (configuration not stated),-2,1,-1,0.5,37,11,3.1%,-16,18
CC(=O)Nc1c(O)nc(SCC(=O)Nc2sc3c(c2C#N)CCCCCC3)[nH]c1=O,-8,1,-5,-1.1,8,-2,0.9%,-7,1
COc1ccccc1C1CCCN1Cc1nc(-c2cc3c(cc2Cl)OCO3)oc1C (configuration not stated),-16,6,-6,x,-4,0,0.3%,x,-5
CN1CCN(c2cc(N3CCc4ccccc4C3)c(F)cc2[N+](=O)[O-])CC1,-54*,8,-17,1.3,-30,-24,3.0%,-38,7
COc1ccc(C(C)=O)cc1CSc1nncn1-c1ccccc1,7,2,4,0.1,-6,-11,-0.9%,-12,0
CN(C(=O)CCc1nc(-c2ccccc2F)no1)c1ccc(Cl)cc1,-6,3,1,-0.5,1,-5,0.6%,x,1
O=C(Oc1cccc(C(=S)N2CCOCC2)c1)c1ccccc1,-4,-1,-5,0.2,-19,-9,1.8%,1,-4
COc1ccc(OC)c(NC(=O)CN2C(=O)COc3ccc(C)cc32)c1,-26,4,1,1.5,4,0,-1.0%,-6,-4
O=C(CNC(=O)OCc1ccccc1)Oc1ccc2ccc(=O)oc2c1,1,2,-2,x,0,-3,17%,x,0
CCC1=C/C(=C/N(C)c2ccccc2)C(=O)S1,5,3,-6,-1.2,24,15,-0.5%,10,14
CCOc1ccccc1N(CC)C(=O)c1nn(C)c2c1CSc1ccccc1-2,3,0,-7,x,-8,x,2.1%,x,-22
CC(C)=CC(=O)N1CCCC(N2CCN(c3ccccc3C)CC2)C1 (configuration not stated),21,-3,-1,0.2,9,12,-0.6%,14,13
Cc1cc(C(=O)Oc2ccccc2C(=O)O)c(C)o1,-7,0,-4,1.1,14,-3,0.0%,-5,2
O=C(c1cncc(Br)c1)N1CCN(c2ccc([N+](=O)[O-])cc2)CC1,-15,1,3,0.3,6,0,-1.0%,4,-3
Cc1csc(SC(C)C(=O)NCC2CCCCC2)n1 (configuration not stated),-15,0,1,-0.8,-2,-26,0.6%,3,-9
N#Cc1cn(-c2ccccc2)nc1C(=O)c1ccccc1,-18,4,1,-1.4,-15,6,1.7%,-6,4
Cc1cc(CNCc2c(C(=O)N3CCCCCCC3)nc3ccc(Cl)cn23)nn1C,5,3,-3,0.6,-5,5,1.3%,6,-3
COC(=O)Cc1[nH]nc2c1C(c1ccc(O)c(OC)c1)C(C#N)=C(N)O2 (configuration not stated),-9,3,0,-0.4,15,11,-0.1%,3,2
Cc1ccc(CCNC(=O)CC2Oc3ccc(C)cc3NC2=O)cc1 (configuration not stated),-18,1,1,-1.6,0,1,2.9%,-7,-2
CC(=O)Nc1nonc1-c1nnc(SCc2ccccc2)n1C,-7,1,1,-2.1,4,3,-0.1%,x,6
Nc1ccccc1N=Nc1ccccc1N,-26,-1,-2,0.1,x,7,0.1%,-32,3
CN(CCOC(=O)c1cccc(Br)c1)C(C)(C)C,4,1,-4,71*,4,-18,-1.3%,31*,0
CC(=O)c1cccc(S(=O)(=O)NCCc2csc3nc(-c4ccc(F)cc4)nn23)c1,x,5,1,x,-22,-7,2.4%,x,-9
Cc1nn(-c2ccccc2)c2c1N(CC(=O)N1CCN(c3ccccc3F)CC1)C(=O)CS2,-26,5,-4,0.9,x,22,-1.4%,x,0
O=C(COC(=O)CCCCCN=C1NS(=O)(=O)c2ccccc21)Nc1ccc(Cl)c(Cl)c1,-1,3,-6,-0.6,-7,4,4.0%,8,26
CC1=C(C(=O)N(C)CCC#N)C2(CCCCC2)OC1=O,-8,4,x,1.2,x,6,-0.9%,-6,7
COc1ccccc1NC(=O)CCC(=O)Nc1nnc(C(F)(F)F)s1,5,1,3,0.1,3,5,0.5%,10,6
COC(=O)c1ccc(/C=N/NC(=S)NCCN2CCOCC2)cc1,-4,-5,-6,0.1,1,4,2.1%,-2,-4
Cc1nc(N2CCc3ccccc3C2)[nH]c(=O)c1CCC(C)C,-11,1,-6,-0.6,8,-9,-0.8%,8,-1
COc1ccccc1CNc1nc(-c2ccco2)nn1C(=O)c1cc(OC)c(OC)c(OC)c1,1,5,0,0.5,-14,-8,-0.4%,x,4
O=C(C1CCCO1)N(c1ccc(F)cc1)C1C=CS(=O)(=O)C1 (configuration not stated),-3,1,-3,-1.0,-11,-6,0.7%,2,0
CCN1CCN(c2ncc(C(=O)Nc3cc(Cl)ccc3OC)c3ccccc23)CC1,-2,7,-7,0.1,0,-18,-1.2%,1,-3
N#Cc1c(-c2ccccc2)cc(-c2ccccc2)nc1Br,-1,4,2,0.6,15,-1,1.1%,-5,1
COc1ccc(CN(C)CC(O)COc2ccc(-c3ccccc3)cc2)cc1OC (configuration not stated),-6,43*,-6,0.5,-66*,-3,-2.5%,-8,11

# Sorted by number of heavy atoms (ascending): part of the list above.
SMILES,D1 antag,D1 ag,D1 PAM,D2 agonist,RXFP1 antag,D2 potentiator,RXFP1 ag,D2 antag,TRHR enhancer
CC(CCc1ccccc1)NC(=O)C1CCCN(c2nnc(-n3cccc3)s2)C1 (configuration not stated),-1,4,-1,-0.4,x,10,-0.7%,-17,13
CCN1CCN(c2ncc(C(=O)Nc3cc(Cl)ccc3OC)c3ccccc23)CC1,-2,7,-7,0.1,0,-18,-1.2%,1,-3
Cc1nn(-c2ccccc2)c2c1N(CC(=O)N1CCN(c3ccccc3F)CC1)C(=O)CS2,-26,5,-4,0.9,x,22,-1.4%,x,0

# (cont.)
SMILES,D1 antag,D1 ag,D1 PAM,D2 agonist,RXFP1 antag,D2 potentiator,RXFP1 ag,D2 antag,TRHR enhancer
O=S(=O)([N-]c1nc2ccccc2nc1-n1cc[n+](Cc2ccccc2)c1)c1ccc(Cl)cc1,14,4,-7,1.5,12,0,u,4,1
Cc1ccc(CNC(=S)Nc2ccc(OC(F)F)cc2C)cc1,-14,12,7,-0.3,-14,-3,-0.3%,13,9
CC(C)(C)C(=O)Nc1sc2c(c1C#N)CCCCC2,1,2,-2,0.3,-9,2,-0.6%,22,2
O=c1n(Cc2ccc(F)cc2)c2ccccc2c2nc(-c3ccccc3)nn12,17,-1,1,0.0,15,-3,24%,x,-8
O=C(c1ccc2c(c1)CCN2S(=O)(=O)c1ccccc1)N1CCN(c2ccccc2F)CC1,-1&-5,1&-1,0&0,0.2,-12&2,7&13,-0.2%&-4.4%,6,1&0

# Full records, quoted from the list. Values in the order: D1 antag | D1 ag | D1 PAM | D2 agonist | RXFP1 antag | D2 potentiator | RXFP1 ag | D2 antag | TRHR enhancer
# Cc1nc(N2CCc3ccccc3C2)[nH]c(=O)c1CCC(C)C across the screens: -11 | 1 | -6 | -0.6 | 8 | -9 | -0.8% | 8 | -1
# O=C(Oc1cccc(C(=S)N2CCOCC2)c1)c1ccccc1 across the screens: -4 | -1 | -5 | 0.2 | -19 | -9 | 1.8% | 1 | -4
# Cc1ccc(CNC(=S)Nc2ccc(OC(F)F)cc2C)cc1 across the screens: -14 | 12 | 7 | -0.3 | -14 | -3 | -0.3% | 13 | 9
# Cc1ccc(CCNC(=O)CC2Oc3ccc(C)cc3NC2=O)cc1 (configuration not stated) across the screens: -18 | 1 | 1 | -1.6 | 0 | 1 | 2.9% | -7 | -2
# O=C(c1cncc(Br)c1)N1CCN(c2ccc([N+](=O)[O-])cc2)CC1 across the screens: -15 | 1 | 3 | 0.3 | 6 | 0 | -1.0% | 4 | -3
